PPARg SRC-3 ag: PPARgamma agonists recruiting SRC-3 coactivator, primary screen, biochemical; Peroxisome proliferator-activated receptor gamma (Homo sapiens), P37231; activation, % at 8 µM; 200,000 compounds, 0.26% hits; biochemical PPARgamma/SRC-3 coactivator recruitment assay; in the data active = activation above about 23%;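 also: 0% = DMSO and 100% = reference agonist; some compounds past the cut are filed as inactive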
Target sequence (P37231 whole entry, looked up): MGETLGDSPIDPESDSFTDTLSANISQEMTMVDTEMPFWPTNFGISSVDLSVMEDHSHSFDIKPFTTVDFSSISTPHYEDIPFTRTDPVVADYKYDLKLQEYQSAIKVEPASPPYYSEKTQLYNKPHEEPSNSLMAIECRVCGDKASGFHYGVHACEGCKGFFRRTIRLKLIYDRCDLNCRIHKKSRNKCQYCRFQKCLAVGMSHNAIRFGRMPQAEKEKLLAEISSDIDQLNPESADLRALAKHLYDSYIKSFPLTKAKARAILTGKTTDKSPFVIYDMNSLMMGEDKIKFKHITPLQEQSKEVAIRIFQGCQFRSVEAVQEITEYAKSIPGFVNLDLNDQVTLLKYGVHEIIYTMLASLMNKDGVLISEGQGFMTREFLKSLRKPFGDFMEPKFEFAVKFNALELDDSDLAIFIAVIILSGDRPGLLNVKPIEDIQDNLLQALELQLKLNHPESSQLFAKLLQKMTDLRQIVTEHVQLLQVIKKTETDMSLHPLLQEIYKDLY
STAT3 inh: IL-6 driven STAT3 reporter inhibitors, primary screen, U3A cells, luciferase, luminescence, MLSCN library; inhibition, % at 5.5 µM; 190,000 compounds, 0.89% hits; IL-6 STAT3-luciferase reporter; host cell line lacks STAT1;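 active = inhibition above the mean inhibition across all screened compounds plus 3 SD, cut at about 44% in these data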;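 also: 0% = DMSO only wells and 100% = 100 µM nifuroxazide control wells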
STAT3 act: IL-6 driven STAT3 reporter potentiators, primary screen, U3A cells, luciferase, luminescence, MLSCN library. IL-6 STAT3-luciferase reporter; 100% = signal with IL-6 EC80 alone. activation (% of control), % at 5.6 µM. 190,000 compounds, 0.91% hits. AID 871, 2007;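 active = activation above the screen-wide mean of compound activation plus 3 SD, cut at about 130% in these data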;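 also: 0% = background luminescence of wells with medium and substrate only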
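system = STAT3-luciferase reporter U3A cells | reagent = IL-6 stimulus at 33 ng/mL final | timing = 1 h compound pre-exposure, 6 h IL-6 stimulation, 37 °C | measured by = luminescence | evaluation = % activation versus median of IL-6-stimulated wells | control set = IL-6-only wells as 100% reference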
bIAP activator: bovine intestinal alkaline phosphatase activators, primary screen, biochemical, bovine IAP, CDP-star luminescence; activation factor at 20 µM; alkaline phosphatase, intestinal [Bos taurus]; AID 1016, 2008; 200,000 compounds, 0.17% hits; purified bovine IAP, 30 min; stronger effect = higher value; fold of DMSO-control signal, blank-subtracted;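 active = activation factor of 2 or more at 20 µM, a signal rise over negative controls twice the positive control's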
TR-FRET SRC-2 ct: TR-FRET signal artefacts, primary screen, artefact control for PPARgamma SRC-2 agonist project, biochemical. 200,000 compounds, 0.4% hits. TR-FRET artefact counter-screen; stronger effect = higher value. TR-FRET ratio at 8 µM; in the data active = TR-FRET ratio above about 2000; also: inactives centre near 1500
ROMK primary: ROMK potassium channel modulators, primary screen, cell-based, thallium flux, MLSMR library. ATP-sensitive inward rectifier potassium channel 1 (Homo sapiens), P48048. Tet-inducible ROMK, thallium flux fluorescence; actives lie on both sides. B-score at 10 µM. 130,000 compounds, 2% hits;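 active = signal ratio slope over the read window, or its plate-corrected B-score, at least 3 SD from the plate mean, either direction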;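 also: B-score of the F/F0 ratio slope over 7 to 12 s after thallium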
bIAP inh: bovine intestinal alkaline phosphatase inhibitors, primary screen, selectivity assay for TNAP inhibitor project, biochemical, bovine IAP, CDP-star luminescence; purified bovine IAP, 30 min; inhibition, % at 20 µM; 190,000 tested, under 10 active;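 active = over 50% inhibition of intestinal alkaline phosphatase at 20 µM in the single-dose screen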
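Assay system – bovine IAP enzyme · Quantity – bovine IAP at 1/65,000,000 final dilution · Detection – CDP-star luminescence signal · Times – 30 min reaction at room temperature · Also added – CDP-star substrate at 30 µM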
PPARg SRC1 recr: PPARgamma agonists recruiting SRC-1 coactivator, primary screen, biochemical | Peroxisome proliferator-activated receptor gamma (Homo sapiens), P37231 | PPARgamma-SRC-1 coactivator recruitment biochemical assay | activation, % at 8 µM | 200,000 compounds, 0.41% hits; in the data active = activation above about 19%;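 also: 0% = DMSO and 100% = reference agonist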
TNAP act hiacc: TNAP activators at high phosphate acceptor level, primary screen, biochemical, luminescence, uHTS | AID 1136, 2008 | 200,000 tested, under 10 active | activation factor at 20 µM | Alkaline phosphatase, tissue-nonspecific isozyme (Homo sapiens), P05186 | purified TNAP, CDP-star luminescence, 1 M DEA, 30 min; stronger effect = higher value; 0 = EDTA background, 1 = DMSO-only activity;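 active = activation factor at least 2 at 20 µM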
Target sequence (P05186 whole entry, looked up): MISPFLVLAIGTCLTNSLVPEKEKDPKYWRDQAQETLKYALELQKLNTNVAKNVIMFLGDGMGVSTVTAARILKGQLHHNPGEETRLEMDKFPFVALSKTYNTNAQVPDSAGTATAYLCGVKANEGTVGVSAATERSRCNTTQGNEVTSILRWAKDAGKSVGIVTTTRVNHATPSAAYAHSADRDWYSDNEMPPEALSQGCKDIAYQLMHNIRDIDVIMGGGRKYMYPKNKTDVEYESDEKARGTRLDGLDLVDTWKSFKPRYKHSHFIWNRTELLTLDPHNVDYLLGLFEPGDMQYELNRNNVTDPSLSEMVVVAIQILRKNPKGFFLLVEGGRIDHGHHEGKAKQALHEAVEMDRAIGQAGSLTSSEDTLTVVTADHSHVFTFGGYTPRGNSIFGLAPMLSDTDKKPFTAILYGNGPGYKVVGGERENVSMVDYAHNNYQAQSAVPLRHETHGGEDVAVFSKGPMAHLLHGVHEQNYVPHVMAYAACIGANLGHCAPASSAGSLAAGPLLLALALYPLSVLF
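Test system – human TNAP · Doses – 20 µM single point · Incubation – 30 min, room temperature · Signal – luminescent substrate turnover signal · Read-out basis – activation factor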
PPARg SRC-2 ag: agonists of PPARg-SRC-2 recruitment, primary screen, biochemical, HTS. Peroxisome proliferator-activated receptor gamma (Homo sapiens), P37231. PPARgamma LBD-SRC-2 recruitment. activation, % at 8 µM. 200,000 compounds, 0.34% hits. AID 1032, 2008; in the data active = activation above about 22%;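 also: 0% = vehicle and 100% = reference agonist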
STAT1 inh: STAT1 signaling inhibitors, primary screen, cell-based, HTS, luciferase reporter; NIH 3T3 STAT1-luciferase reporter, IFN-gamma, luminescence; inhibition, % at 5.5 µM; 200,000 compounds, 0.35% hits;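 active = inhibition above a set limit, the mean inhibition across all tested compounds plus 3 SD, cut at about 34% in these data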;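 also: 0% = IFN-gamma with DMSO and 100% = IFN-gamma with 300 µM nifuroxazide; values of inactives mirror those of a sister screen read the other way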
* marks the source's active call; other numbers are inactive results; · = no result given. Compounds were not picked by outcome; any-hit rate near 3.7%.

Sequence of screens: PPARg SRC-3 ag	bIAP inh	TNAP act hiacc	STAT3 inh	ROMK primary	TR-FRET SRC-2 ct	PPARg SRC-2 ag	STAT3 act	STAT1 inh	bIAP activator	PPARg SRC1 recr
CC(C)COC(=O)n1c(SCC(=O)N(C)C)nc2ccccc21
→ 1	-4	1	10	·	1606	-1	93	2	1	-5
COc1ccc(Cn2c(CCCO)nc3ccccc32)cc1OC
→ -3	-2	1	-13	0.13	1531	-2	110	1	1	-2
O=C(NN=C1CCCCCC1)NC1CCCCC1
→ 3	-17	1.1	-2	1.5	1682	2	100	-4	1.2	4
Cc1nn2c(N3CCN(c4ccccn4)CC3)cc(C(C)C)nc2c1-c1ccccc1
→ 9	15	1	8	·	1601	5	98	1	0.9	13
COc1ccc(/C=C(\C#N)C(=O)OCC(=O)Nc2ccc(C(C)(C)C)cc2)cc1
→ 4	4	1	-2	-0.65	1696	9	102	-4	1	7
CN(C)[C@@H](CO)c1nnc([C@H](CCC(=O)O)NC(=O)C2CCNCC2)o1
→ 3	-2	1	·	·	1468	7	·	-4	1	5
COc1ccc(NC(=O)Nc2ccc(N3CCOCC3)c3nonc23)c(OC)c1
→ -2	-4	1	8	-0.045	1575	1	99	-1	1	2
Cc1ccc(-n2c(C)cc(C=C(C#N)C#N)c2C)cc1
→ -3	14	1.1	-8	·	1498	6	111	-16	0.9	-2
CCOC(=O)c1[nH]c2c(c1-c1ccccc1)C(=O)CC(c1ccc(OC)c(OC)c1)C2 (stereo unspecified)
→ 6	11	1	4	0.042	1577	9	97	11	0.9	8
CC1=NN(C(=O)CCc2ccccc2)C(c2ccccc2)C1 (stereo unspecified)
→ 7	-3	1.1	0	0.069	1610	5	108	6	1	-5
O=C(NC1CCCCCC1)C(=S)NCc1ccccc1
→ 1	3	1	-8	0.6	1598	3	111	-18	1	-2
CC(CNC(=O)C1CCCCC1)NC(=O)C1CCCCC1 (stereo unspecified)
→ -8	7	1	2	0.51	1763	-4	102	-2	0.9	6
O=C(CCN1C(=O)C2C3C=CC(C3)C2C1=O)NCCc1ccccc1 (stereo unspecified)
→ -11	5	1	4	0.83	1320	-6	104	-3	1	-6
O=C(COC(=O)CCN1C(=O)c2cccc([N+](=O)[O-])c2C1=O)NCc1ccccc1
→ 1	-7	1	2	0.73	1993*	4	104	0	1.1	4
NC(=O)CC[C@@H]1NC(=O)[C@H](CO)NC(=O)c2cc([N+](=O)[O-])cc(I)c2NCC[C@@H](C(N)=O)NC(=O)[C@H](Cc2ccc(O)cc2)NC1=O
→ 0	9	1	-2	0.4	1279	-13	99	4	0.9	-5
COc1ccc(-c2nc3n(n2)C(c2ccccc2Cl)C(C(N)=O)=C(C)N3)cc1 (stereo unspecified)
→ -10	12	1	13	·	1457	-5	96	-4	0.9	-4
Cc1ccc(N2C(=O)C3CC3C2=O)cc1 (stereo unspecified)
→ 1	0	1.1	-13	1.4*	1484	1	110	2	1	-4
CN(C)/C=C/C(=O)c1ncc(C(F)(F)F)cc1Cl
→ 10	-6	1	-4	0.31	1654	1	108	-6	1.1	-3
COc1ccc(NC(=O)c2ccc([N+](=O)[O-])s2)c([N+](=O)[O-])c1
→ 4	-2	1	4	-1.8	1599	16	101	8	1	7
CCOCCCNC(=O)C(c1ccc(C)cc1)N(Cc1ccc2c(c1)OCO2)C(=O)c1ccccn1 (stereo unspecified)
→ 0	-12	1	5	0.49	1633	-1	100	4	1.1	-8
O=C(c1cccs1)N1CCN(S(=O)(=O)c2ccccc2)CC1
→ -6	-1	1	0	0.38	1270	-6	106	-1	1	-6
CN1C(=O)C2(C(C#N)=C(N)Oc3n[nH]c(-c4ccc(Cl)cc4)c32)c2ccccc21 (stereo unspecified)
→ 0	-2	1.1	-4	0.78	1477	2	106	-12	1	2
O=S(=O)(c1ccc(Sc2nnc3ccccn23)nc1)N1CCOCC1
→ 0	7	1	11	-0.53	1654	4	95	8	0.9	9
CCOC(=O)c1sc2nc(-c3ccccc3)ccc2c1N
→ 4	6	1	9	0.51	1471	13	91	-75	0.9	3
O=C(NCc1ccco1)c1ccc(F)c(S(=O)(=O)N2CCCCC2)c1
→ 3	-5	1	-2	0.25	1811	3	102	6	1	0
O=C(O)c1cc(N2N=C(C(F)(F)F)/C(=C/C=C/c3ccco3)C2=O)ccc1Cl
→ 6	0	0.9	-4	-5.3*	1601	1	105	-14	1	-2
CCOc1ccc(C(=O)NCC(C)CN(C)C)cc1OCC (stereo unspecified)
→ -5	3	1	-6	·	1317	10	106	-2	1	4
O=C(Nc1nnc(C2=COCCO2)o1)c1ccc(S(=O)(=O)N2CCCCC2)cc1
→ -4	-7	1	0	-0.5	1608	3	106	-1	1.1	4
COC(=O)CN1C(C)=Nc2ccc(C)cc2C1c1ccccc1 (stereo unspecified)
→ 2	8	1	10	-0.24	1373	6	95	2	0.9	5
O=C(NC1=NCCS1)NC12CC3CC(CC(C3)C1)C2
→ 13	14	1.1	-7	·	1479	4	106	6	0.9	4
O=C(NC(=S)Nc1ccc2ncccc2c1)c1ccccc1
→ 1	-26	1	5	0.53	1768	7	98	-34	1.3	10
Cc1cnc(C(=O)Nc2cccc3cccnc23)cn1
→ 10	2	1.1	15	·	1557	11	91	-5	1	4
CCn1c(C)cc(/C=C2/SC(=S)N(CC(=O)O)C2=O)c1C
→ 2	38	0.8	25	-0.16	1642	1	83	23	0.6	5
CCOc1ccccc1OCCOc1ccc(F)cc1
→ 2	13	1.1	11	·	1321	4	95	-7	0.9	1
Cc1ccc(S(=O)(=O)N2CCN(c3cc4c(cc3[N+](=O)[O-])n(C)c(=O)n4C)CC2)cc1
→ -3	7	1	37	·	1418	-1	75	13	0.9	4
O=C(/C=C/c1cccs1)NCc1ccccc1
→ 3	-1	1	-1	-0.47	1646	10	108	2	1	-3
CCc1ccccc1NC(=O)CN1C(=O)C2CCCN2c2ncc(Cl)cc21 (stereo unspecified)
→ 6	-6	1	-2	0.18	1524	2	105	4	1.1	6
Cc1cc(N2CCCCC2)nc2ccccc12
→ 4	15	1.1	11	-0.067	1637	2	93	7	0.9	13
COc1cc2c(C(=O)N3CCN(c4cccc(Cl)c4)CC3)cn(CC(C)C)c(=O)c2cc1OC
→ 8	-3	1	3	-0.7	1320	-8	95	-5	1	2
CCCCCOc1ccc(NC(=O)C(=O)NCCCn2ccnc2)cc1
→ 1	20	1.1	6	-0.0084	1491	5	93	9	0.8	2

Compound profiles, from the list above. Screens in order: PPARg SRC-3 ag, bIAP inh, TNAP act hiacc, STAT3 inh, ROMK primary, TR-FRET SRC-2 ct, PPARg SRC-2 ag, STAT3 act, STAT1 inh, bIAP activator, PPARg SRC1 recr
Record of Cc1ccc(S(=O)(=O)N2CCN(c3cc4c(cc3[N+](=O)[O-])n(C)c(=O)n4C)CC2)cc1 : -3, 7, 1, 37, ·, 1418, -1, 75, 13, 0.9, 4
Record of COc1cc2c(C(=O)N3CCN(c4cccc(Cl)c4)CC3)cn(CC(C)C)c(=O)c2cc1OC : 8, -3, 1, 3, -0.7, 1320, -8, 95, -5, 1, 2
Record of Cc1cc(N2CCCCC2)nc2ccccc12 : 4, 15, 1.1, 11, -0.067, 1637, 2, 93, 7, 0.9, 13

Other records
Sequence of screens: PPARg SRC-3 ag	bIAP inh	TNAP act hiacc	STAT3 inh	ROMK primary	TR-FRET SRC-2 ct	PPARg SRC-2 ag	STAT3 act	STAT1 inh	bIAP activator	PPARg SRC1 recr
COc1ccc(-c2cc(C(=O)NC3CCCC3)no2)cc1OC
→ -2	6	1.1	23	0.71	1547	2	84	-4	0.9	10
O=C(O)c1c(-c2ccccc2)c2oc3ccccc3c2[nH]c1=O
→ 9	7	1	-2	1.2	1463	5	108	1	0.9	3
O=C(N/N=C/c1cc(Br)ccc1O)C(c1ccncc1)N1CCOCC1 (stereo unspecified)
→ -4	-1	1	5	-0.063	1533	2	99	-2	1	3
CC(NC(=O)Cn1cc2c(n1)CCCCC2)c1ccccc1 (stereo unspecified)
→ 2	14	1	5	·	1423	-2	96	2	0.9	-2
CCOc1ccccc1C(=O)NCCCCCC(=O)O
→ -1	11	1.1	3	·	1599	4	102	6	0.9	5
Cc1ccc(/C=C/C(=O)Nc2cc(C)on2)cc1
→ -1	6	1	15	·	1551	-4	90	-36	0.9	4
O=C(Nc1cccc(Cl)c1)Nc1ccccc1-n1ccnc1
→ -1	-15	1	-9	-0.63	1516	4	113	-7	1.1	9
C(#Cc1ccccc1)C[N+]1(CC#Cc2cccc3ccccc23)CCCC1
→ 2	6	1	1	-4.5*	1649	-3	98	17	0.9	7
O=C(NNC(=S)Nc1ccc(OC(F)F)cc1)c1cc2c(s1)CCCC2
→ 0	-7	1.1	-9	·	1380	5	103	6	1.1	-3
CCCC1=C(C(=O)OCC)C(c2ccncc2)n2ncnc2N1 (stereo unspecified)
→ -2	3	1	-2	0.0039	1448	4	108	-1	1	-6
O=C(CSc1nc2[nH]ncc2c(=O)n1-c1ccccc1)N1CCCc2ccccc21
→ -2	17	1	-21	·	1647	8	120	5	0.8	1
O=C(Cn1cnc2cc([N+](=O)[O-])ccc2c1=O)NC1CCS(=O)(=O)C1 (stereo unspecified)
→ -3	1	1	8	0.34	1669	-1	95	-11	1	4
CC(=O)NC(CCS(C)(=O)=O)C(=O)Nc1cccc(C)c1C (stereo unspecified)
→ 4	-1	1	5	·	1503	2	100	-8	1	-2
Cc1c(CN2CCCCC2)c(O)n(CCO)c(=O)c1C#N
→ 0	-11	1	-4	0.099	1516	-6	108	-3	1.1	-6
CCC(=O)Nc1nc2cc(OC)ccc2s1
→ 1	9	1.1	6	·	1320	5	100	-44	0.9	-4
O=[N+]([O-])c1ccc(COc2ccc(Br)cc2CN2CCOCC2)cc1
→ 0	4	1.1	8	-0.59	1600	5	99	-7	1	4
O=C(Nc1ccc(N2CCOCC2)nc1)c1ccc(F)cc1
→ 8	-6	1	18	·	1677	10	88	-9	1.1	4
CC(C)C(c1nnnn1CCc1ccccc1)N1CCC(C(N)=O)CC1 (stereo unspecified)
→ 10	-5	1	-5	·	1589	-6	107	-6	1	4
O=C(CO/N=C/c1ccc2c(c1)OCO2)Nc1cccc(Br)c1
→ -4	4	1	-4	-0.45	1424	-5	104	-6	1	2

Screening results: PubChem, several laboratories
